ATXN2 expr inh: inhibitors of ATXN2 expression; HEK-293 ATXN2-luciferase reporter, luminescence, 24 h; Potency, µM (titrated, usually from 57 µM), without a hit: top-dose activity change, negative = inhibition, actives largely listed as inhibitors; 360,000 tested, 0.72% active; AID 1745845; further: potency means the concentration at half of the fitted maximal effect; on the % scale 0 is the no-effect control and ±100 the full control effect; nearly all actives have a fitted effect of over 55% in size
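qHTS (up to 57 uM final) was run with 24 h compound exposure of reporter cells at 37 °C. Each well was multiplexed: SteadyGlo luminescence measured ATXN2-luciferase expression after a fluorogenic Gly-Phe-AFC viability readout (25 uM final).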
IL1B secr inh: inhibitors of inflammasome signaling (IL-1 beta secretion) | THP-1 LPS/ATP IL-1B secretion, AlphaLISA, 16 h; active compounds read low | activity change, % at 57.5 µM | 360,000 tested, 4.7% active; in the data active means activity change below about -50%; inconclusive means mostly about -30% to -49%; further: on the % scale 0 is the no-effect control and ±100 the full control effect
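Secreted IL-1B measured by AlphaLISA bead assay after 16 h compound exposure of THP-1 cells; compounds (final up to 57.5 uM) added 1 h before LPS (250 ng/mL) and ATP (1.25 mM) stimulation; lower signal means less secretion.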
MCF10A rereplic: DNA re-replication induction in MCF 10a cells | MCF 10A DNA re-replication, Hoechst nuclear intensity, 48 h | Potency, µM (top dose mostly 46.1 µM), for inactives: at the highest dose activity, positive = re-replication, hits mostly activators | 350,000 tested, 2.9% active; further: potency means the concentration at half of the fitted maximal effect; % of control where 0% means no effect; nearly all actives have a fitted effect of over 50% in size
KB-3-1 tox: kills parental KB-3-1 adenocarcinoma cells. KB-3-1 viability, CellTiter-Glo ATP luminescence, 72 h. Potency, µM (top dose mostly 46.1 µM), for inactives: at the highest dose activity change, negative = cytotoxic, hits mostly cytotoxic. 400,000 tested, 1.4% active; further: potency means the concentration at half of the fitted maximal effect; on the % scale 0 is the no-effect control and ±100 the full control effect; nearly all actives have a fitted effect of over 60% in size
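Luminescent ATP read-out (CellTiter-Glo) measures survival of drug-naive KB-3-1 cells after 72 h compound exposure at 37 °C. Titration series was screened from lowest to highest concentration, with DMSO vehicle plates as background controls.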
KB-V1 cytotox: kills drug-selected multidrug resistant KB-V1 cells. 400,000 tested, 3.4% active. AID 1347076. Potency, µM (titrated, usually from 46.1 µM), for the others: top-dose activity change, negative = cytotoxicity, hits mostly cytotoxic. KB-V1 MDR cells viability, CellTiter-Glo, 72 h; further: potency means the concentration at half of the fitted maximal effect; on the % scale 0 is the no-effect control and ±100 the full control effect; nearly all actives have a fitted effect of over 60% in size
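Compound-treated KB-V1 multidrug-resistant cells, 72 h, 37 degrees C; viability by CellTiter-Glo. Fitted qHTS curves give the values.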
SW480 rerep: DNA re-replication induction in SW480 cells. SW480 DNA re-replication, Hoechst DNA content imaging, 48 h. Potency, µM (highest dose often 46.1 µM), for inactives: top-dose re-replication activation, hits mostly activators. 340,000 tested, 1.8% active. AID 624297; further: potency means the concentration at half of the fitted maximal effect; % of control where 0% means no effect; nearly all actives have a fitted effect of over 55% in size
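First, 250 cells per well were seeded. Next, compound or vehicle (23 nL) was pinned in, plates sat 48 hr at 37 C. Finally Hoechst was added for 40 min before fluorescence scanning.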
HT1080-NT tox: kills 2HG-producing HT-1080-NT fibrosarcoma cells; HT-1080-NT fibrosarcoma viability, CellTiter-Glo ATP luminescence, 48 h; Potency, µM (series often up to 46.1 µM), for the others: at the highest dose activity, negative = less viability, most hits filed as cytotoxic; 360,000 tested, 1.6% active; AID 686970;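 further: NT is the 2HG producing partner of a matched IDH1 knockdown line; potency means the concentration at half of the fitted maximal effect; 0% = DMSO-treated cells and -100% = media-only wells without cells; nearly all actives have a fitted effect of over 55% in size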
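750 cells/well, RPMI + 5% FBS; 2 h settle, compound pin-transfer, 48 h at 37 degrees C. CellTiter-Glo 10 min RT, luminescence. Normalized to DMSO and media-only wells.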
HT1080 IDH1KD tx: HT-1080 IDH1 knockdown cell toxicity (counter line); HT-1080 IDH1 knockdown viability, ATP luminescence, 48 h; AID 686971; 360,000 tested, 2% active; Potency, µM (series often up to 46.1 µM), without a hit: at the highest dose activity, negative = toxicity, most hits filed as cytotoxic;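 further: potency means the concentration at half of the fitted maximal effect; 0% = DMSO wells and -100% = cell-free medium wells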
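After a 2 h attachment period, IDH1KD HT-1080 cells took pin-transferred compound for 48 h at 37 °C; ATP-based luminescence after 10 min room-temperature reagent incubation reported viability.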
S2 tox: reduces viability in counter-screen for ATXN expression inhibitors; S2 cells (HEK-293 line with an ATXN2-luciferase reporter) viability, CellTiter-Fluor protease fluorescence, 24 h; Potency, µM (series often up to 56.7 µM), actives largely listed as cytotoxic; 400,000 tested, 0.49% active; AID 651635; further: potency means the concentration at half of the fitted maximal effect; nearly all actives have a fitted effect of over 40% in size
Numbers without * were called inactive; i = inactive; ? = inconclusive; nt = no result given; [ ] = dose if it differs, or a comment. Unless noted, the call rests on the fitted dose curve; in most records, active means well fitted curve in the direction sought with a large enough effect; inconclusive means small, poorly fitted or top-dose-only effect, or another doubt; inactive means no such curve, though single readings can be large; an effect the other way counts as inactive or inconclusive.

[1] CCN(CC)c1ccc(NC(=O)C2=CC=CN3CCS(=O)(=O)N=C23)cc1
[2] COc1ccc2c(c1)CCCC21NC(=O)N(CC(=O)NCc2cccs2)C1=O (stereo unspecified)
[3] CN(C)CCN1CCN(C(c2cc3ccccc3o2)c2nnnn2C(C)(C)C)CC1 (stereo unspecified)
[4] COc1ccc(CN(CC(=O)NCc2ccc(F)cc2)C(=O)c2ccco2)cc1
[5] COc1ccccc1NC(=O)c1cc(S(=O)(=O)N2CCOCC2)ccc1Cl
[6] CCn1c(=S)sc2c(=O)n(CC(=O)Nc3ccc(Cl)cc3)c(C)nc21
[7] COc1ccc(N2CCN(c3oc(COc4ccc(Cl)cc4)nc3C#N)CC2)cc1
[8] O=[N+]([O-])c1cc(C(F)(F)F)ccc1N1CCN(S(=O)(=O)c2ccc3c(c2)CCCC3)CC1

entry no.,1,2,3,4,5,6,7,8
ATXN2 expr inh,nt,0%,16%,2%,0%,4%,-4%,-24%
IL1B secr inh,-16,?,0,7,-18,-15,0,-6
MCF10A rereplic,-6%,-1%,nt,1%,2%,?,?,-2%
KB-3-1 tox,0%,-12%,-14%,5%,16%,6%,6%,?
KB-V1 cytotox,-11%,0%,-6%,-28%,-19%,0%,-11%,5.2µM*
SW480 rerep,-13%,38%,nt,-3%,-3%,-3%,1%,-10%
HT1080-NT tox,-1%,-2%,4%,1%,14%,-1%,1%,8%
HT1080 IDH1KD tx,12%,-4%,10%,10%,17%,6%,-10%,3%
S2 tox,i,i,?,i,i,i,?,?

[9] O=C(c1ccc(NS(=O)(=O)c2ccc3[nH]c(=O)[nH]c3c2)cc1)N1CCCCC1
[10] CCCC1=NN2C(=N)/C(=C\c3ccc(SCc4ccco4)o3)C(=O)N=C2S1
[11] O=C(c1cc(COc2ccc(F)cc2F)on1)N1CC[C@@H]2CCCC[C@H]2C1
[12] O=C(Nc1ccc(S(=O)(=O)O)cc1)c1ccc2c(c1)S(=O)(=O)c1ccccc1C2=O
[13] COc1cc(NC(=O)C2CCCN(S(=O)(=O)c3cccc4nsnc34)C2)cc(OC)c1 (stereo unspecified)
[14] C=C1C(=O)O[C@@]23[C@H]1CC[C@@H](C)[C@@H]2CC[C@@]1(C)O[C@@H]31
[15] CCOC(=O)c1c(NC(=O)c2cc3ccccc3c(=O)o2)sc2c1CCC(C)C2 (stereo unspecified)
[16] O=C(c1ccc(Cn2c(=S)[nH]c3ccc(Br)cc3c2=O)cc1)N1CCN(C2CCCCC2)CC1

entry no.,9,10,11,12,13,14,15,16
ATXN2 expr inh,-13%,7%,10%,9%,-12%,?,2%,-20%
IL1B secr inh,-5,40,0,19,-4,-111*,nt,-9
MCF10A rereplic,7%,?,5%,13%,5%,?,nt,?
KB-3-1 tox,13%,1%,13%,19%,0%,0%,27%,?
KB-V1 cytotox,5%,-9%,-6%,21%,10%,?,10%,18µM*
SW480 rerep,-4%,-5%,0%,-2%,-11%[9.22 µM],?,nt,?
HT1080-NT tox,-4%,-3%,1%,18%,-4%,?,nt,0%
HT1080 IDH1KD tx,-7%,1%,-2%,11%,-12%,?,nt,5%
S2 tox,i,i,i,i,?,?,i,i

[17] CCOC(=O)CSc1nnc(COc2ccc3ccccc3c2)o1
[18] O=C1NC(=O)N(Cc2ccccc2F)C1=O
[19] Cc1ccc(Cl)cc1N1CCN(C2(c3ccccc3)C(=O)c3ccccc3C2=O)CC1
[20] O=C(CN1CCN(S(=O)(=O)c2ccc(F)cc2)CC1)Nc1ccccc1F
[21] Cc1nnsc1C(=O)N/N=C/c1cccc(C(F)(F)F)c1
[22] C(=C\c1ccc2nncn2c1)/c1ccccc1
[23] Oc1c(Cl)cc(Cl)cc1C1=NNC(c2ccc(Cl)cc2)C1 (stereo unspecified)
[24] CN(C)c1ccc(/C=C2\CCC/C(=C\c3ccccc3)C2=O)cc1

entry no.,17,18,19,20,21,22,23,24
ATXN2 expr inh,-16%,nt,-20%,57%[activator],31%,37%[activator],-28%,25%
IL1B secr inh,-4,-7,nt,12,14,-6,-3,-65*
MCF10A rereplic,9%,-1%,nt,1%,-5%,nt,16µM*,18µM*
KB-3-1 tox,0%,-1%,-9%,7%,?,-21%,-28%,-2%
KB-V1 cytotox,0%,0%,-8%,-8%,-1%,?,?,18µM*
SW480 rerep,-3%,-3%,nt,-4%,-2%,nt,?,15%
HT1080-NT tox,3%,17%,nt,4%,?,9%,1%,12%
HT1080 IDH1KD tx,-2%,-1%,nt,15%,?,23%,-20%,12%
S2 tox,i,i,i,i,i,i,nt,i

[25] Cc1ccc2c(c1)c1c(c(=O)n(Cc3ccccc3)c(=O)n1Cc1cccc(F)c1)n2C
[26] CC(C)Nc1nc(SCC(N)=O)nc(N2CCOCC2)n1
[27] CCOC(=O)C(=CN=C(N)Nc1nc2ccccc2o1)C(=O)OCC
[28] CSc1nc2sc3c(c2c2nnnn12)CCCC3
[29] Clc1ccc2c(NCc3ccccc3)ccnc2c1
[30] Cc1cc(N2CCN(Cc3cn(C)nc3-c3cccc(Cl)c3)CC2)cc(C)n1
[31] CCC(C)[C@H](NC(=O)NC1CCN(Cc2ccccc2)CC1)C(=O)OC (stereo partly specified)
[32] COc1ccc(NC(=O)N2CCOCC2)cc1

entry no.,25,26,27,28,29,30,31,32
ATXN2 expr inh,14%,9%,4%,5%,?,?,-5%,8%
IL1B secr inh,nt,9,0,-4,-99*,-82*,24,0
MCF10A rereplic,nt,0%,-12%,?,1%,?,9%,22%
KB-3-1 tox,21%,0%,20%,-2%,?,9.2µM*,0%,-10%
KB-V1 cytotox,0%,-14%,-4%,-30%,?,?,-27%,-10%
SW480 rerep,nt,-7%,8%,1%,3%,23µM*,-6%,?
HT1080-NT tox,nt,8%,1%,5%,?,15µM*,-6%,-9%
HT1080 IDH1KD tx,nt,3%,-1%,-5%,-26%,16µM*,-2%,-21%
S2 tox,i,i,i,i,i,?,i,i

[33] Cc1ccc(C(=O)NCc2ccc3c(c2)OCO3)c(Cl)c1
[34] CC1(C)C(=O)N(CC(=O)Nc2cccc(F)c2)c2ccc(S(=O)(=O)N3CCCCC3)cc21
[35] C[C@@H]1CN([C@H](C)CO)C(=O)CCCn2nncc2CO[C@@H]1CN(C)S(=O)(=O)c1ccc(Oc2ccccc2)cc1
[36] CSc1ccccc1-c1nnc(-c2ccc(C)cc2)o1
[37] CC1CCCN(CCC(=O)Nc2ccc3c(c2)CCC3)C1 (stereo unspecified)
[38] OCC[C@@H]1C[C@@H](O)[C@H](O)[C@@]2(Cc3ccccc3O2)O1
[39] CS/C(=C\[N+](=O)[O-])Nc1ccc(F)cc1
[40] CCCCCCCCN1C(=O)[C@H](CC(=O)NCC2CCCCC2)C[C@@]2(C(=O)OCC)CCCC=C12

entry no.,33,34,35,36,37,38,39,40
ATXN2 expr inh,nt,-9%,-11%,101%[activator],-11%,5%,-19%,?
IL1B secr inh,-24,nt,-23,-15,-17,21,0,-51*
MCF10A rereplic,nt,nt,nt,16%,1%,-4%,5%,nt
KB-3-1 tox,-15%,-6%,-15%,-1%,9%,10%,1%,?
KB-V1 cytotox,-19%,-20%,-3%,?,1%,0%,11%,?
SW480 rerep,nt,nt,nt,?,2%,-15%,-1%,nt
HT1080-NT tox,1%,nt,-6%,-2%,-1%,11%,-1%,2%
HT1080 IDH1KD tx,0%,nt,-10%,2%,-2%,13%,-12%,-14%
S2 tox,i,?,i,i,i,i,i,?

3 entries already listed, ordered by heavy-atom count, descending.
[33] Cc1ccc(C(=O)NCc2ccc3c(c2)OCO3)c(Cl)c1
[36] CSc1ccccc1-c1nnc(-c2ccc(C)cc2)o1
[38] OCC[C@@H]1C[C@@H](O)[C@H](O)[C@@]2(Cc3ccccc3O2)O1

entry no.,33,36,38
ATXN2 expr inh,nt,101%[activator],5%
IL1B secr inh,-24,-15,21
MCF10A rereplic,nt,16%,-4%
KB-3-1 tox,-15%,-1%,10%
KB-V1 cytotox,-19%,?,0%
SW480 rerep,nt,?,-15%
HT1080-NT tox,1%,-2%,11%
HT1080 IDH1KD tx,0%,2%,13%
S2 tox,i,i,i

The list goes on:
[41] CCOC(=O)c1ccc(NC(=O)Nc2c[nH]c(=O)[nH]c2=O)cc1
[42] COc1cccc(C2CC(c3cccc(OC)c3)n3nc(N)nc3N2)c1 (stereo unspecified)
[43] COc1ccccc1CN1CC(C(=O)N2CCC(C(=O)c3ccccc3)CC2)CCC1=O (stereo unspecified)
[44] Cc1cccc(NCc2nnc(-c3ccccc3)o2)c1C
[45] CC(C)C[C@@H](CNCC(=O)[C@H](CC(=O)O)NC(=O)c1[nH]cnc1C(=O)N[C@H](CN)CC(C)C)NC(=O)c1nc[nH]c1C(=O)N[C@@H](Cc1ccccc1)C(=O)O
[46] Cc1ccc(-c2nnc(CSc3nnc(COc4ccccc4)n3-c3ccccc3)o2)cc1
[47] O=C(Nc1ccc(F)cc1F)c1ccc2c(=O)n3c(nc2c1)CCCCC3
[48] Cc1ccc(NC(=O)Cc2nc(COC(=O)c3c(F)cccc3Cl)cs2)cc1
[49] Cc1cc(C)cc(NC(=O)Cn2c(=O)n(CCC(C)C)c(=O)c3cccnc32)c1

entry no.,41,42,43,44,45,46,47,48,49
ATXN2 expr inh,4%,3%,nt,10%,0%,8%,13%,4%,-10%
IL1B secr inh,nt,-12,13,-6,5,4,nt,-59*,nt
MCF10A rereplic,nt,2%,?,-2%,-9%,12µM*,nt,-1%,nt
KB-3-1 tox,-10%,-5%,-20%,-32%,-7%,7%,?,-1%,-1%
KB-V1 cytotox,6%,-3%,-12%,18µM*,-3%,-26%,-4%,0%,-10%
SW480 rerep,nt,-1%,?,-9%,-9%,12%,nt,-7%,nt
HT1080-NT tox,nt,-4%,?,-17%,13%,-22%,nt,?,nt
HT1080 IDH1KD tx,nt,?,-20%,-18%,14%,?,nt,?,nt
S2 tox,i,i,i,i,i,?,i,i,i
